# Bioassay records deposited in PubChem BioAssay by National Center for Advancing Translational Sciences (NCATS).
# RXFP1 agonist – agonists of human relaxin receptor RXFP1; HEK293T-RXFP1 cAMP TR-FRET, 30 min; response scale: percent of porcine relaxin response, buffer zero; 370,000 compounds, 0.3% hits; Potency, µM (doses to about 57.5 µM), for inactives: at the highest dose activation, usual class: activators; AID 2676; note: % is set by controls: 0 for no effect and ±100 for the full control effect; nearly all actives have a fitted effect of over 60% in size; many of its hits are not listed in these tables
#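 cAMP rise read by TR-FRET after 30 min, 37C compound exposure (up to 58 uM) in RXFP1-transfected HEK293 cells with Ro 20174 present. EC50 from Hill-equation fits, with 29 nM porcine relaxin as 100% and buffer as basal.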
# IDH1 R132H inh – blocks human mutant IDH1 R132H enzyme; O75874; IDH1-R132H enzyme, NADPH consumption, diaphorase/resazurin fluorescence; Potency, µM (doses to about 76.6 µM), for inactives: at the top dose activity change, negative = inhibition, hits mostly inhibitors; 390,000 compounds, 0.093% hits; AID 602179; note: % is set by controls: 0 for no effect and ±100 for the full control effect; nearly all actives have a fitted effect of over 65% in size
# Target sequence (O75874 whole entry R132H, stated change not applied): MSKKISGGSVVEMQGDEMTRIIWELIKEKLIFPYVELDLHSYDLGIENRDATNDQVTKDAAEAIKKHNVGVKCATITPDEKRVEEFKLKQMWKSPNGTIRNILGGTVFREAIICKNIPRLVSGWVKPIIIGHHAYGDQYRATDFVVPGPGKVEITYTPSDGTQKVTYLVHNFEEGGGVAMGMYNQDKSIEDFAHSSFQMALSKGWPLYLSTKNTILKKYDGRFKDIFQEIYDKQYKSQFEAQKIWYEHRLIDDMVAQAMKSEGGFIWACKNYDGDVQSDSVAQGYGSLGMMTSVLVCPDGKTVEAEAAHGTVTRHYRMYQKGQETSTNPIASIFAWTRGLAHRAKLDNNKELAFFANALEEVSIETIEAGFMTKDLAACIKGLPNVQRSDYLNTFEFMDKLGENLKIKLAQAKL
#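 IDH1-R132H (0.5 ug/mL dispensed) in pH 7.5 Tris buffer was preincubated 30 min with compound, then given a substrate mix of 0.016 mM NADPH and 2 mM alpha-KG for 80 min at room temperature; remaining NADPH was read by diaphorase/resazurin fluorescence.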
# Vif-APOBEC3F blk – Vif-A3F binding inhibition | HeLa A3F-eYFP + Vif (tagged APOBEC3F with the HIV-1 protein that degrades it), YFP fluorescence increase | Potency, µM (doses to about 46.1 µM), for inactives: top-dose activity, negative = active | 390,000 compounds, 0.2% hits | AID 602313; note: % of control where 0% means no effect; nearly all actives have a fitted effect of over 65% in size
#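 HeLa cells stably expressing Vif plus C-terminally eYFP-tagged A3F were seeded, incubated overnight at 37 deg C, dosed with compound, incubated overnight again at 37 deg C. Yellow fluorescence (Ex 488/Em 500-530) reported blocked Vif-mediated A3F-eYFP degradation.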
# USP1-UAF1 inh – blocks the human USP1/UAF1 deubiquitinase complex; AID 743255; recombinant USP1/UAF1, Ub-Rhodamine cleavage fluorescence; 390,000 compounds, 0.23% hits; Potency, µM (doses to about 57.1 µM), inactives show top-dose activity change, negative = inhibition, most hits filed as inhibitors; note: % is set by controls: 0 for no effect and ±100 for the full control effect; nearly all actives have a fitted effect of over 60% in size; inactives centre near -12
#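 USP1/UAF1 complex at 1 nM was preincubated with compound for 15 min at room temperature, then Ub-Rho substrate (150nM final) was added. Fluorescence (480/540 nm) was read kinetically, 6 reads every 60 seconds.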
# Vif-A3G inh – blocks the Vif interaction with human APOBEC3G. HeLa A3G-eYFP + Vif (tagged APOBEC3G with the HIV-1 protein that degrades it), YFP fluorescence, overnight. Potency, µM (series often up to 46.1 µM), for inactives: at the highest dose activity, negative = active, most hits filed as inhibitors. Q9HC16. 410,000 compounds, 0.076% hits;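 note: % is set by controls: 0 for no effect and ±100 for the full control effect; nearly all actives have a fitted effect of over 60% in size; hits raise eYFP signal because A3G escapes Vif-driven loss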
#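 Read-out is eYFP fluorescence (Ex 488/Em 500-530) from Vif-expressing HeLa A3G-eYFP cells; more signal means A3G escaped Vif-mediated degradation. Cells plated overnight, compound pinned in, incubated overnight at 37 deg C.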
# TrxR1 substrate – substrates of rat thioredoxin reductase 1 | Potency, µM (highest dose often 114 µM), without a hit: at the highest dose activity change, negative = substrate turnover | O89049 | 390,000 compounds, 0.01% hits | purified TrxR1 substrate turnover, NADPH consumption readout; note: % is set by controls: 0 for no effect and ±100 for the full control effect; nearly all actives have a fitted effect of over 50% in size
# Target sequence (O89049 whole entry, looked up): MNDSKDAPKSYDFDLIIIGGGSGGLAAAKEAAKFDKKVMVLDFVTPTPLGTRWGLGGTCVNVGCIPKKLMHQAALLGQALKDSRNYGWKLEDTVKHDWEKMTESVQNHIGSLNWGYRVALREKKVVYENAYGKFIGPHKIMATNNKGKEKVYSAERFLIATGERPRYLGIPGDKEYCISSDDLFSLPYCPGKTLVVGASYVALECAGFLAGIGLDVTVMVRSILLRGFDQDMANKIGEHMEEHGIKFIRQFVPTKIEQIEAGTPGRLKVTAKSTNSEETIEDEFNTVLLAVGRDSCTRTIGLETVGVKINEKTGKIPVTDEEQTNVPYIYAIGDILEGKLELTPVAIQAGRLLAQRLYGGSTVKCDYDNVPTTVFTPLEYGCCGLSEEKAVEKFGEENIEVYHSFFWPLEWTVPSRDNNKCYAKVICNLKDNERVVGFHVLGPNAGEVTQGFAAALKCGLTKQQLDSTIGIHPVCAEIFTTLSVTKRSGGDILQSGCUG
#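 Rat TrxR1, dispensed at 90 nM, was prereduced with 400 uM NADPH (final) for 5 min at ~22 deg C, then incubated with compound 15 min before 400 uM selenite. A first-read NADPH fluorescence drop versus no-compound background flagged substrates.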
# RGS4 inh – blocks human RGS4-accelerated GTP hydrolysis | 390,000 compounds, 0.039% hits | Transcreener GDP fluorescence polarization, RGS4-accelerated GTP hydrolysis | P49798 | Potency, µM (doses to about 114 µM), for inactives: top-dose activity change, negative = inhibition, usual class: inhibitors; note: % is set by controls: 0 for no effect and ±100 for the full control effect; nearly all actives have a fitted effect of over 75% in size; some results filed as inactive show a strong effect at the top dose
#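 MLSMR compounds (23 nl, pin-transferred) preincubated 10 min at room temperature with a 500nM (2x) first reagent, then RGS4 at 900nM (2x) plus Transcreener GDP mix added; fluorescence polarization (620/688 nm) read before and after 90 min at 30 °C.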
# rTrxR1 inhibitor – blocks rat thioredoxin reductase 1. O89049. 390,000 compounds, 1% hits. Potency, µM (top dose mostly 114 µM), without a hit: top-dose activity change, negative = inhibition, hits mostly inhibitors. recombinant rTrxR1, NADPH fluorescence consumption, selenite substrate; note: % is set by controls: 0 for no effect and ±100 for the full control effect; nearly all actives have a fitted effect of over 65% in size
#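 Rat TrxR1 (90 nM in the dispensed reagent) was pre-reduced with 400 uM NADPH for 5 min at room temperature, then incubated with compound for 15 min. After 400 uM selenite was added, NADPH fluorescence (Ex 340/Em 450 nm) was followed for 8 min.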
# 12-LOX inh – blocks human arachidonate 12S-lipoxygenase; AID 1671190; purified 12hLO, xylenol orange hydroperoxide absorbance; Potency, µM (doses to about 108 µM), for the others: top-dose activity change, negative = inhibition, usual class: inhibitors; 580,000 compounds, 1.1% hits; note: % is set by controls: 0 for no effect and ±100 for the full control effect
#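 Purified human 12hLO (150 nM final) in 25 mM Hepes, 0.01% Triton X-100, pH 7.0 was preincubated 15 min at room temperature with compound. Then 40 uM arachidonic acid was added, 30 min. Hydroperoxide was read by Fe-XO absorbance ratio 573/405 nm.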
# * hit, by the source's call; ? = inconclusive; / = not tested or not shown; [ ] = another dose, or the depositor's remark. Calls come from the whole dose curve; as a rule, active = well fitted curve in the direction sought with a large enough effect; inconclusive = small, poorly fitted or top-dose-only effect, or another doubt; inactive = no such curve, though single readings can be large; an effect the other way counts as inactive or inconclusive. Potency is the fitted concentration of half-maximal effect.
SMILES,RXFP1 agonist,IDH1 R132H inh,Vif-APOBEC3F blk,USP1-UAF1 inh,Vif-A3G inh,TrxR1 substrate,RGS4 inh,rTrxR1 inhibitor,12-LOX inh
Cc1ccc(-c2cc3nc(-c4ccc(Br)cc4)cc(N)n3n2)cc1,5.4%,-2.9%,-5.2%,-2.5%,-4.3%,23.8%,-2.6%,7.4%,-9.7%
Cc1c(C)c2ccc(OC3CCCCC3=O)cc2oc1=O (stereo not given),3.3%,3.9%,1.7%,-15.1%,-4.0%,153.2%[activator][57.1 µM],-35.0%,16.7%[57.1 µM],0.0%
CCc1cc(/C(Cc2csc(C)n2)=N/O)c(O)cc1O,-0.1%,12.5%,2.2%,-19.4%,-3.6%,-4.7%,-13.8%,4.9%,0.0%
CCOC(=O)/C(=C\c1ccccc1)NC(=O)c1ccccc1,-0.6%,-2.7%,7.9%,-8.4%,1.1%,-7.8%,3.8%,-2.3%,-20.4%
CCOc1ccc(C(CCc2ccccc2)NC(=O)c2ccccc2F)cc1OCC (stereo not given),0.1%,4.7%,1.4%,-18.6%,-1.7%,-4.9%,-2.0%,1.6%,17.6%
CCOC(=O)CN1C(=O)S/C(=C\c2ccc(-c3ccc(C(=O)O)c(Cl)c3)o2)C1=O,0.6%,7.5%,-1.8%,-20.1%,1.8%,-5.7%,-8.1%,-22.1%,?
COc1ccc(NC(=O)C2=C(C)NC(=O)NC2c2cccc(OC)c2OC)c(OC)c1 (stereo not given),2.4%,0.6%,2.4%,-4.1%,2.3%,-1.8%,-10.5%,0.6%,0.0%
CN(C)S(=O)(=O)c1cccc(NC(=O)c2ccc(S(=O)(=O)N3CCCCC3)cc2)c1,0.4%,6.3%,5.8%,-19.8%,3.9%,-2.3%,-44.6%,7.4%,-8.5%
Cc1[nH]c2ccccc2c1C(=O)CSc1nc2ncc(Cl)cc2[nH]1,24.4%,0.1%,-3.7%,17.0%,-17.7%,8.3%[57.1 µM],-15.1%,19.0%[57.1 µM],-25.2%
C/C(Cl)=C\Cn1c(NCCCn2ccnc2)nc2c1c(=O)n(C)c(=O)n2C,9.1%,5.7%,-1.9%,-1.8%,-0.4%,3.3%,-2.3%,6.4%,0.0%
COc1ccc(C2C(C#N)=C(N)OC3=C2C(=O)CC(C)(C)C3)cc1Cn1nc(C)c([N+](=O)[O-])c1C (stereo not given),-0.1%,0.2%,-0.9%,-8.3%,-0.9%,7.7%,-27.5%,12.0%,-5.9%
Cc1ccc(C)c(NC(=O)COc2cccc3c2CCN(Cc2ccccc2)C3=O)c1,0.4%,1.9%,0.6%,-20.9%,-5.0%,-5.8%,-10.5%,4.8%,25.8%
CCOC(=O)C1=C(COC(=O)/C=C/c2ccc(OC)cc2)NC(=O)NC1C (stereo not given),-2.0%,7.0%,-1.4%,-9.8%,?,-15.1%,-2.5%,-8.9%,1.3%
Cc1ccc(N=Cc2c(O)c3ccccc3oc2=O)c(C)c1,3.8%,-4.8%,6.5%,-20.0%,-0.4%,-0.2%,-4.0%,19.3%,1.9%
O=C(c1ccc(S(=O)(=O)N2CCOCC2)cc1)N1CCN(c2ccc(F)cc2)CC1,2.1%,1.6%,1.8%,-0.9%,0.0%,5.7%[11.4 µM],-12.4%,4.4%,107.8%[activator]
CC1Sc2ccc(C(=O)Nc3cc(S(C)(=O)=O)ccc3Cl)cc2NC1=O (stereo not given),-0.3%,-0.5%,-6.1%,-7.9%,-8.7%,-5.0%,-19.6%,4.7%,352.3%[activator]
CC(C)c1ccc(N(C(=O)c2csnn2)C(C(=O)NC2CCCC2)c2cccnc2)cc1 (stereo not given),1.3%,-1.5%,-11.9%,-11.9%,-5.5%,7.4%,4.6%,16.1%,0.9%
CCC(CO)NC(=O)c1cc2c(s1)CCC2 (stereo not given),7.2%,-1.2%,-0.4%,3.2%,1.0%,-1.0%,8.5%,5.3%,-2.6%
COc1ccc(CNc2oc(/C=C/c3cc(OC)c(OC)c(OC)c3)nc2C#N)cc1,17.3%,-8.4%,-3.8%,?,-23.7%,217.6%[activator],3.9%,34.0%,0.0%
CCC1CCCCN1S(=O)(=O)c1ccc(-n2cnnn2)c(C)c1 (stereo not given),-1.2%,-17.6%,1.8%,-8.4%,-1.6%,-6.5%[57.1 µM],17.3%,-10.4%[57.1 µM],-1.9%
CCCCOc1ccc(C2=NC(c3ccccc3)=Nc3ccc(OC)cc3N2)cc1,-0.6%,/,/,?,/,-10.6%,-7.1%,-3.4%,?
COc1ccc(OC)c(S(=O)(=O)Nc2cc(C(=O)O)ccc2N2CC3CC(C2)c2cccc(=O)n2C3)c1 (stereo not given),0.0%,-0.7%,-0.2%,-11.0%,1.7%,-3.7%,-9.8%[56.9 µM],17.5%,2.6%
CC(=O)N1CSCC1C(=O)NNS(=O)(=O)c1ccccc1 (stereo not given),1.5%,2.6%,1.5%,-15.9%,-7.2%,4.2%[57.1 µM],-8.0%,12.9%[57.1 µM],?
O=C(Nc1cccc(Cl)c1)N1CCN2C(=O)c3ccccc3C12c1ccccc1 (stereo not given),-0.5%,-6.7%,1.6%,-23.7%,-11.9%,5.9%[57.1 µM],-18.7%[11.4 µM],25.2%[57.1 µM],13.5%
COc1cc(C2c3c(oc4ccccc4c3=O)C(=O)N2c2ccc(C)cn2)ccc1O (stereo not given),8.2%,11.2%,0.3%,-8.1%,1.7%,2.7%[57.1 µM],3.6%,14.6%[57.1 µM],326.2%[activator]
O=C(OCn1ncc(Cl)c(Cl)c1=O)c1cccc(C(F)(F)F)c1,-0.9%,-3.0%,3.9%,?,?,2.6%,-23.4%,15.8µM*,/
CC(CCN1CCN=C1N(C)C)c1ccccc1 (stereo not given),0.3%,0.0%,7.8%,-12.4%,0.6%,10.9%[57.1 µM],-10.9%,18.3%[57.1 µM],1.8%
CC1(O)c2ccccc2C(=O)N1Cc1ccccc1 (stereo not given),2.7%,5.2%,-15.8%,-5.8%,-20.0%,4.4%[57.1 µM],2.0%,0.0%[57.1 µM],-16.6%
O=C(NC12CC3CC(CC(C3)C1)C2)c1ccc(Br)o1,-0.6%,-2.0%,9.4%,-7.0%,-3.9%,2.7%,6.9%,4.0%,37.5%
S=c1[nH]ncn1/N=C/c1ccc(Br)cc1,1.0%,-7.0%,4.8%,11.3%,1.3%,-2.3%,-37.2%,-17.9%,?

# Some of the entries so far, as tab-separated lines.
SMILES	RXFP1 agonist	IDH1 R132H inh	Vif-APOBEC3F blk	USP1-UAF1 inh	Vif-A3G inh	TrxR1 substrate	RGS4 inh	rTrxR1 inhibitor	12-LOX inh
CCCCOc1ccc(C2=NC(c3ccccc3)=Nc3ccc(OC)cc3N2)cc1	-0.6%	/	/	?	/	-10.6%	-7.1%	-3.4%	?
COc1ccc(OC)c(S(=O)(=O)Nc2cc(C(=O)O)ccc2N2CC3CC(C2)c2cccc(=O)n2C3)c1 (stereo not given)	0.0%	-0.7%	-0.2%	-11.0%	1.7%	-3.7%	-9.8%[56.9 µM]	17.5%	2.6%
CC(=O)N1CSCC1C(=O)NNS(=O)(=O)c1ccccc1 (stereo not given)	1.5%	2.6%	1.5%	-15.9%	-7.2%	4.2%[57.1 µM]	-8.0%	12.9%[57.1 µM]	?
O=C(Nc1cccc(Cl)c1)N1CCN2C(=O)c3ccccc3C12c1ccccc1 (stereo not given)	-0.5%	-6.7%	1.6%	-23.7%	-11.9%	5.9%[57.1 µM]	-18.7%[11.4 µM]	25.2%[57.1 µM]	13.5%

# Next part:
SMILES,RXFP1 agonist,IDH1 R132H inh,Vif-APOBEC3F blk,USP1-UAF1 inh,Vif-A3G inh,TrxR1 substrate,RGS4 inh,rTrxR1 inhibitor,12-LOX inh
COc1ccc(C)cc1NC(=O)C1CCCCC1C(=O)O (stereo not given),0.0%,6.8%,-8.5%,-22.8%,0.6%,-4.9%[57.1 µM],-9.6%[11.4 µM],16.7%[57.1 µM],0.0%
CC(C)CCOc1cccc(C2c3c(oc4ccccc4c3=O)C(=O)N2CCCN2CCOCC2)c1 (stereo not given),/,1.6%,-1.5%,-3.3%,1.7%,9.1%[57.1 µM],-13.6%,0.3%[57.1 µM],-0.2%
C=CCn1c(O)c(N=Nc2ccccc2)c2ccccc21,1.9%,-9.6%,0.0%,-13.2%,2.9%,-4.4%,-8.5%[56.9 µM],-22.2%,?
Cc1ccc(CN2C(=O)CCC2C(=O)NCCCN2CCC(C)CC2)cc1 (stereo not given),0.0%,-1.7%,1.2%,-7.7%,-2.9%,-0.7%,29.1%,-4.6%,166.6%[activator]
CN(/N=C/c1ccc(C(C)(C)C)cc1)C1=NCCN1,-3.3%,4.6%,-7.5%,-2.9%,0.4%,4.3%[57.1 µM],-23.0%,14.5%[57.1 µM],6.7%
COCCCNC(=O)c1c(NC(=O)c2cc(=O)c3ccccc3o2)sc2c1CCCC2,0.0%,3.0%,0.4%,?,-1.2%,2.2%,-10.3%,6.1%,?

# The list is partial; rates above refer to the full screens.
